Hck-Nef inh: inhibitors of Nef-activated human Hck kinase, primary screen, biochemical, Z-Lyte FRET, 384-well, Hck-YEEI. Tyrosine-protein kinase HCK (Homo sapiens), P08631. Recombinant Hck-YEEI plus Nef, Z-Lyte FRET kinase assay. inhibition, % at 20 µM. actives 0.68% (n = 220,000). AID 463187, 2010;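 active = Hck-Nef kinase inhibition above about 50%, limit read from the data; inactive = inhibition below that limit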;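 note: 0% = DMSO with Hck plus Nef and 100% = Hck alone without Nef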
KLK5 inh: human KLK5 protease inhibitors, primary screen, biochemical, 1536-well. Kallikrein-5 (Homo sapiens), Q9Y337. recombinant hK5, fluorogenic AMC substrate cleavage. AID 873, 2007. inhibition, % at 5 µM. actives 0.59% (n = 210,000);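 active = inhibition of 40% or more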;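 note: 0% = enzyme controls without compound and 100% = no-enzyme blanks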
TNF death inh: inhibitors of TNF-alpha triggered necroptosis, primary screen, cell-based, Jurkat FADD-/-, single concentration; Jurkat FADD-/- TNF necroptosis rescue, ATP luminescence, 24 h; 0 = TNF only, 100 = no-TNF cells; activation (protection from cell death), % at 10 µM; actives 0.068% (n = 220,000); AID 463075, 2010;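 active = activation, meaning protection from cell death, of at least 50% relative to plate controls; inactive = activation below 50%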;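 note: necroptosis triggered by 40 ng/mL TNF-alpha added together with compound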
FXIIa inh 1536: human FXIIa protease inhibitors, primary screen, biochemical, 1536-well. Coagulation factor XII (Homo sapiens), P00748. purified FXIIa, Boc-QGR-AMC fluorogenic substrate, 2 h. inhibition, % at 5 µM. actives 0.3% (n = 220,000). AID 800, 2007; in the data active = inhibition above about 40%;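 note: 0% = enzyme with no compound and 100% = blank without enzyme; many of its hits are not listed in these tables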
Target sequence (P00748 20-372 limits assumed): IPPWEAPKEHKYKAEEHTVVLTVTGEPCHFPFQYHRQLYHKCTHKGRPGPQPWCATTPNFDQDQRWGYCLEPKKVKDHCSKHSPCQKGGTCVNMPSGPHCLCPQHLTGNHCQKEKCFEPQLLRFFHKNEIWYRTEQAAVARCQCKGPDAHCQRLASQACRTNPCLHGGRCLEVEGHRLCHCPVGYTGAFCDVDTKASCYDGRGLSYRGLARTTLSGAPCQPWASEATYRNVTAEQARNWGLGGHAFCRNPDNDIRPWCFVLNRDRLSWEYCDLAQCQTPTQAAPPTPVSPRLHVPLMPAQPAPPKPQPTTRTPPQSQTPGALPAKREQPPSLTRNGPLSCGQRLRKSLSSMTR
Target sequence (P00748 373-615 limits assumed): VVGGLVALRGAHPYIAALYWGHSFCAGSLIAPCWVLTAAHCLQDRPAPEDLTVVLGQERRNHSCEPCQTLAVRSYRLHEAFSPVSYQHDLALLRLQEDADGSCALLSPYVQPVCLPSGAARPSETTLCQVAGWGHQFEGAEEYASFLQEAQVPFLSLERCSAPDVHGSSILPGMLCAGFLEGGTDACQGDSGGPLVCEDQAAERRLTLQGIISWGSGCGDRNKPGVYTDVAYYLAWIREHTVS
zVAD death inh: inhibitors of zVAD-triggered necroptosis, primary screen, L929 cells. L929 zVAD necroptosis rescue, ATP luminescence, 24 h; with zVAD 60 µM. viability rescue, % at 10 µM. actives 0.38% (n = 220,000);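 active = activation, scaled between plate controls, above about 75%, limit read from the data; inactive = activation under that limit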;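 note: 0% = zVAD with DMSO and 100% = DMSO alone without zVAD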
KCC2 mod: KCC2 cotransporter modulators, thallium flux, primary screen, cell-based, HEK293 KCC2, FluoZin-2 fluorescence, MLSMR. actives 2.2% (n = 190,000). B-score of Tl+ flux slope (higher = more flux/activation; lower = inhibition) at 10 µM. Solute carrier family 12 member 5 (Homo sapiens), Q9H2X9. KCC2 cells, thallium flux FluoZin-2 fluorescence;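 active = thallium flux slope and its plate-corrected score both differing from the plate sample mean at a set confidence after two filtering rounds, in either direction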;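 note: slope of fluorescence scaled to starting intensity during 10 to 20 s after thallium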
Rad51 HR inh: human RAD51 strand exchange inhibitors, primary screen, biochemical, fluorescence; DNA repair protein RAD51 homolog 1 (Homo sapiens), Q06609; hRad51 DNA strand exchange, fluorescence dequenching; inhibition, % at 10 µM; actives 0.085% (n = 200,000);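 active = inhibition above 40% at the single screening dose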;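 note: 0% = DMSO control wells and 100% = blanks with heterologous ssDNA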
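Read-out basis: percent inhibition relative to plate controls and blanks / Assay system: human Rad51 nucleoprotein filaments preassembled on unlabelled ssDNA / Timing: filaments 15 min 37 °C, then compound 30 min / Control set: per-plate controls and blanks / Technique: fluorescence dequenching at 485/520 nm / Compound: 10 µM final, single point / Also added: Fluorescein- and BHQ1-tagged 47-mer duplex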
FXIa inh 1536: human FXIa protease inhibitors, primary screen, biochemical, 1536-well. actives 0.14% (n = 220,000). Coagulation factor XI (Homo sapiens), P03951. inhibition, % at 5 µM. purified FXIa, Boc-Glu-Ala-Arg-AMC fluorogenic substrate;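 active = inhibition of at least 40%; inactive = inhibition below 40%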;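 note: fluorescence of freed AMC excited at 355 nm; 0% = enzyme without compound and 100% = no enzyme blank; many of its hits are not listed in these tables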
thrombin 1536: human alpha-thrombin inhibitors, primary screen, counter-screen for coagulation protease inhibitor project, biochemical, 1536-well, fluorogenic AMC substrate; Prothrombin (Homo sapiens), P00734; Boc-VPR-AMC fluorogenic substrate cleavage; inhibition, % at 5 µM; actives 0.26% (n = 220,000); AID 1046, 2008;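 active = inhibition at or above 40%; inactive = inhibition below 40%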;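 note: 0% = enzyme with no compound and 100% = wells without enzyme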
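Assay system: human alpha-thrombin enzyme. Reagent: Boc-VPR-AMC substrate, 15 µM final. Compound dosing: one concentration per compound, 5 µM, with 0.2% DMSO. Incubation: room-temperature reaction. Technique: AMC fluorescence, 355/460 nm. Measure: % inhibition relative to enzyme controls and enzyme-free blanks.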
An asterisk follows results filed as active; nt = no result given. Some of the compounds tested. The share of hits here may be higher or lower than overall.

SMILES | Hck-Nef inh | KLK5 inh | TNF death inh | FXIIa inh 1536 | zVAD death inh | KCC2 mod | Rad51 HR inh | FXIa inh 1536 | thrombin 1536
Cc1cccc(OCC(=O)Nc2nnc(-c3ccco3)s2)c1 | 23 | -3 | 1.0 | 2 | 0.4 | -0.69 | -65 | -1 | -11
Cc1cccc(OCC(=O)OCC(=O)c2c(N)n(C)c(=O)n(C)c2=O)c1C | 1 | 0 | 0.5 | -24 | 0.9 | -0.65 | 6 | -9 | -7
CCOCCN(C(=O)COC)c1cccc(OC)c1 | 0 | 2 | -0.3 | 15 | 0.9 | 0.38 | 5 | -29 | 2
CCC(=O)N/C(=N\OCc1ccc(F)cc1)c1nonc1NC(=O)CC | -4 | -10 | -1.8 | 5 | 0.2 | -0.51 | 2 | -1 | 0
Cc1ccc(SCCNC(=O)c2ccc(C)c(S(=O)(=O)Nc3ccccc3C)c2)cc1 | -2 | -5 | -5.2 | 10 | 0.4 | nt | 7 | -5 | -4
COCCN(C(=S)Nc1ccc(C(C)C)cc1)C(C)c1cccs1 (stereo unspecified) | 15 | -10 | 3.0 | -2 | 0.1 | 0.3 | -6 | -4 | 0
O=C(c1cccc(F)c1)N1CCN(c2ccc([N+](=O)[O-])c(N3CCOCC3)c2)CC1 | 2 | -6 | 2.5 | 7 | -0.2 | 0.1 | 8 | 7 | -1
Cc1ccc(Cl)cc1NC(=O)COC(=O)Cn1cnc2c1c(=O)n(C)c(=O)n2C | 1 | -1 | -0.1 | 6 | 2.2 | 0.87 | -7 | -3 | -3
CCOC(=O)C1CCCN1C(=O)c1ccc(OC)c(Br)c1 (stereo unspecified) | -12 | -28 | 0.5 | -11 | -0.6 | -0.0042 | -11 | -7 | 1
O=C(O)CSc1cc(C(=O)c2ccccc2O)cn2c(=O)c3c4c(sc3nc12)CCCC4 | 3 | 15 | 0.0 | 8 | -0.2 | -0.19 | 1 | 4 | -2
COC(=O)c1ccc(NC(=O)CN(C)S(=O)(=O)c2ccc(OC)c(C)c2)cc1 | -2 | 1 | -0.8 | -3 | 0.7 | -0.89 | 2 | -5 | -7
CN(C)c1ccc(NC(=O)C(=O)NCCOc2ccccc2)cc1 | 26 | -11 | 0.2 | 9 | 0.8 | 0.37 | -2 | -3 | 1

Part of the list above in another layout.
Each structure is followed by: Hck-Nef inh | KLK5 inh | TNF death inh | FXIIa inh 1536 | zVAD death inh | KCC2 mod | Rad51 HR inh | FXIa inh 1536 | thrombin 1536
> Cc1ccc(Cl)cc1NC(=O)COC(=O)Cn1cnc2c1c(=O)n(C)c(=O)n2C
→ 1 | -1 | -0.1 | 6 | 2.2 | 0.87 | -7 | -3 | -3
> CCOC(=O)C1CCCN1C(=O)c1ccc(OC)c(Br)c1 (stereo unspecified)
→ -12 | -28 | 0.5 | -11 | -0.6 | -0.0042 | -11 | -7 | 1
> O=C(O)CSc1cc(C(=O)c2ccccc2O)cn2c(=O)c3c4c(sc3nc12)CCCC4
→ 3 | 15 | 0.0 | 8 | -0.2 | -0.19 | 1 | 4 | -2

Retrieved one by one from the list above, four records:
SMILES | Hck-Nef inh | KLK5 inh | TNF death inh | FXIIa inh 1536 | zVAD death inh | KCC2 mod | Rad51 HR inh | FXIa inh 1536 | thrombin 1536
Cc1cccc(OCC(=O)OCC(=O)c2c(N)n(C)c(=O)n(C)c2=O)c1C | 1 | 0 | 0.5 | -24 | 0.9 | -0.65 | 6 | -9 | -7
CCOC(=O)C1CCCN1C(=O)c1ccc(OC)c(Br)c1 (stereo unspecified) | -12 | -28 | 0.5 | -11 | -0.6 | -0.0042 | -11 | -7 | 1
COC(=O)c1ccc(NC(=O)CN(C)S(=O)(=O)c2ccc(OC)c(C)c2)cc1 | -2 | 1 | -0.8 | -3 | 0.7 | -0.89 | 2 | -5 | -7
Cc1ccc(Cl)cc1NC(=O)COC(=O)Cn1cnc2c1c(=O)n(C)c(=O)n2C | 1 | -1 | -0.1 | 6 | 2.2 | 0.87 | -7 | -3 | -3
